Screening results (PubChem)
ATG4B inhibitor – blocks human ATG4B protease cleavage of LC3 substrate. Q9Y4P1. 340,000 tested, 0.51% active. inhibition, % at 8.33 µM. ATG4B cleavage of LC3-PLA2, NBD-HPC fluorescence, 1 h; in the data active = inhibition above about 40%
HKDC1 inhibitor – inhibitors of human hexokinase HKDC1. Q2TB90. recombinant HKDC1, G6PDH/diaphorase resazurin coupled fluorescence. inhibition, % at 20 µM. 340,000 tested, 0.16% active;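 active = inhibition above about 35% when tested at 20 µM, limit read from the data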;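 also: plate controls were DMSO wells with enzyme for no effect and DMSO wells lacking enzyme for full effect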
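Test system: recombinant HKDC1 (HK5) hexokinase enzyme, produced in-house; Amount: enzyme 5 µg/mL final; Buffer or medium: Tris pH 8.0 buffer with MgCl2, Tween-20, BSA, BME; Reagent: glucose and ATP substrates; Doses: 20 µM test compound, 1% DMSO; Incubation: 90 min reaction incubation at room temperature, dark; Detection: resorufin fluorescence at 613 nm.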
PfG6PD inh – PfG6PD (Plasmodium falciparum) enzyme inhibition | PfGluPho enzyme, NADPH resazurin-diaphorase fluorescence | inhibition, % at 20 µM | 350,000 tested, 0.78% active;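 active = inhibition reaching at least a set limit at 20 µM in the primary screen, cut at about 59% in these data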;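 also: 0% = DMSO wells with substrate and 100% = DMSO wells lacking glucose-6-phosphate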
SENP7 inh – inhibitors of human SENP7 protease. Q9BQF6. recombinant SENP7, Z-RLRGG-aminoluciferin luminescence, 40 min. inhibition, % at 5 µM. 330,000 tested, 1.5% active. AID 434973;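 active = inhibition above about 50% at the single test dose, limit read from the data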;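 also: plate controls were DMSO with enzyme for no effect and no enzyme buffer wells for full effect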
MPTP inh – blocks calcium-induced mitochondrial swelling | isolated mouse mitochondria, Ca2+ swelling absorbance, 30 min | 360,000 tested, 1.4% active | inhibition, % at 10 µM;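 active = inhibition of 50% or more, scaled per plate between neutral and stimulator controls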;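 also: 0% = DMSO wells given calcium and 100% = 1 mM EGTA wells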
NR3A LBD binder – NR3A (human) ligand-binding domain modulation; NR3A LBD differential scanning fluorimetry, Tm shift; 0% = protein alone, 100% = glycine-bound protein; Tm shift relative to glycine control, % at 25 µM; 340,000 tested, 2.5% active; AID 1259313;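 active = melting temperature shift of at least 10% of the positive control shift, at one fixed dose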
SENP8 block – SENP8 (human) protease inhibition; Q96LD8; recombinant SENP8, Nedd8 substrate fluorescence; inhibition, % at 20 µM; 360,000 tested, 0.64% active; in the data active = inhibition mostly above about 40%, no sharp cut-off; inactive = mostly below about 27%
Target sequence (Q96LD8 whole entry, looked up): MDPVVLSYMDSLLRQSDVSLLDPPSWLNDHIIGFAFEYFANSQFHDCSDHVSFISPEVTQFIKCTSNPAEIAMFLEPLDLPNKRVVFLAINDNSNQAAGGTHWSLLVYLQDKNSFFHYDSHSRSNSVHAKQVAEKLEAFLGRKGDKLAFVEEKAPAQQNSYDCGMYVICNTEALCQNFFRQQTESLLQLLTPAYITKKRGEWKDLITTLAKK
SENP6 block – SENP6 protease inhibition. Q9GZR1. Recombinant SENP6 catalytic domain, aminoluciferin luminescence. inhibition, % at 10 µM. 330,000 tested, 1.8% active;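 active = inhibition above about 50% at the single tested dose, limit read from the data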;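 also: plate controls were DMSO wells with enzyme for no effect and DMSO wells lacking enzyme for full effect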
Target sequence (Q9GZR1 628-1112 limits assumed): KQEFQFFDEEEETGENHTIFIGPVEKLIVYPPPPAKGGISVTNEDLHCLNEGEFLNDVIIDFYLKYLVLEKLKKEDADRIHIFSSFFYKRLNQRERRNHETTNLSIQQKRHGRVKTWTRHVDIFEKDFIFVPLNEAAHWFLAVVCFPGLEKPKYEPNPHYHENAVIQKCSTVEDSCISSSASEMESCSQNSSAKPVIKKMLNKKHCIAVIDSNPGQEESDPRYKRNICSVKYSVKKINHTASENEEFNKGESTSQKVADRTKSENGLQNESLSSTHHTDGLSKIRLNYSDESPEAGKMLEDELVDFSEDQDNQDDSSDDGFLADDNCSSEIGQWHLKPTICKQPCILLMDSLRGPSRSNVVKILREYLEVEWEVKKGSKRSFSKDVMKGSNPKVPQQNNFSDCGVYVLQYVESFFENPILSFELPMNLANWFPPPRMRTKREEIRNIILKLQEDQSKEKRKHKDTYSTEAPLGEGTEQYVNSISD
* hit, by the source's call; / = not tested or not shown.

[1] CCN1C(=O)/C(=C2/Sc3ccc(OC)cc3N2C)SC1=Nc1cccc(O)c1
[2] CN(C)c1ccc(NC(=O)CN2C(=O)CC(c3ccccc3)=Nc3ccccc32)cc1
[3] O=C(CNC(=O)c1cc(S(=O)(=O)N2CCCCC2)ccc1N1CCOCC1)Nc1ccc(F)c(F)c1
[4] COC(=O)c1cc2c(s1)-c1ccccc1CC2
[5] CCN(C(=O)Cn1nc(C(=O)O)c2ccccc2c1=O)C1CCCCC1
[6] CN(c1ccccc1C(=O)Nc1ccc(F)c(F)c1)S(C)(=O)=O
[7] Cc1ccc(C(C(=O)NC2CCCCC2)N(CC2CCCO2)C(=O)CNC(=O)c2cccs2)cc1 (centres undefined)
[8] COc1ccc(CCNC(=O)COc2ccc(-c3ccc(C)cc3)cc2)cc1OC

Screen / compound no.,1,2,3,4,5,6,7,8
ATG4B inhibitor,4.0,-9.2,-3.9,4.0,-2.9,-4.6,-13.7,-36.9
HKDC1 inhibitor,-10.7,-3.4,-6.2,-2.4,10.7,-10.7,-7.3,-3.5
PfG6PD inh,-3.8,11.0,-6.3,4.0,-7.2,-1.2,-7.9,1.1
SENP7 inh,8.2,-0.6,-4.7,-7.3,-9.8,-6.9,-10.3,9.8
MPTP inh,2.2,-1.4,-0.3,-1.4,-1.0,-1.6,1.9,0.6
NR3A LBD binder,1.1,1.2,-0.5,0.5,-2.4,-0.4,-6.3,1.3
SENP8 block,10.2,37.5,-54.8,-437.1,5.6,4.0,4.7,23.4
SENP6 block,3.2,-5.8,-5.1,-0.6,5.0,2.8,-28.1,-0.8

[9] C=CC[C@@H](CC(=O)N[C@@H](CO)Cc1ccccc1)C(=O)N[C@H](C)COC(=O)[C@@H](CC=C)Cc1ccc(F)cc1
[10] COc1ccc(CNS(=O)(=O)NCc2ccccc2F)cc1
[11] Cc1ccc(N(CC(=O)NCc2ccc(Cl)cc2)S(C)(=O)=O)cc1
[12] O=C(c1cc(-c2ccc(O)cc2)on1)N1CCCc2ccccc21
[13] CCOC(=O)c1cnn(-c2nc3c(C)cccc3s2)c1C
[14] Cc1ccc(S(=O)(=O)N2CCOCC2)cc1NC(=O)COc1cccc(Oc2ccccc2)c1
[15] CCn1c(SCC(=O)Nc2ccc(NC(C)=O)cc2)nnc1C1CC1
[16] COc1cc(C(=O)NCCSc2ccc(Cl)cc2)cc(OC)c1OC

Screen / compound no.,9,10,11,12,13,14,15,16
ATG4B inhibitor,-1.6,6.1,-1.8,3.8,8.0,-13.6,5.5,-0.2
HKDC1 inhibitor,-2.2,-3.2,0.8,7.6,-5.6,0.3,-0.3,2.0
PfG6PD inh,1.0,-9.9,-9.8,-26.9,-4.7,9.9,-11.0,-11.6
SENP7 inh,-6.1,-3.7,4.7,13.4,-6.1,-6.2,1.6,-7.0
MPTP inh,1.0,1.0,3.4,0.0,0.9,0.2,1.6,-1.5
NR3A LBD binder,-6.3,2.2,0.9,-6.2,-0.1,-1.0,-0.4,-3.8
SENP8 block,11.8,5.3,25.5,-4.7,7.8,-0.9,11.8,17.0
SENP6 block,-22.5,19.0,1.9,5.8,8.9,-0.2,7.6,-4.9

[17] Cc1cccc(-c2noc(CCC(=O)NCc3ccco3)n2)c1
[18] Cc1ccc2c(c1)NC(=O)[C@@]1(C)[C@@H](c3ccccc3)[C@H]3COc4ccccc4[C@@H]3N1C2=O
[19] CC(C)Cc1nnc(NC(=O)c2cc(S(=O)(=O)N(C)C)ccc2N2CCCC2)s1
[20] CC(=O)Nc1ccc(OCC(=O)NCc2ccccc2)cc1
[21] COc1ccccc1NC(=S)N1CCCCCC1
[22] Cc1ccc(S(=O)(=O)NCCCCCC(=O)Nc2cccc(C)c2)cc1
[23] O=C(NCCCN1CCOCC1)c1cnn2c(-c3ccccc3)cc(-c3ccccc3)nc12
[24] Cc1cccc(NC(=S)Nc2ccc(N3CCOCC3)cc2)c1C

Screen / compound no.,17,18,19,20,21,22,23,24
ATG4B inhibitor,3.3,7.4,-5.8,-3.1,4.4,-11.8,-14.9,9.4
HKDC1 inhibitor,-11.3,-0.3,1.2,-2.8,0.5,-8.8,16.8,17.8
PfG6PD inh,-7.4,-12.9,-9.8,-6.2,8.6,7.8,-3.2,5.5
SENP7 inh,2.3,-1.0,-7.2,0.1,2.2,-7.6,4.8,0.4
MPTP inh,-2.0,0.2,1.3,-3.0,1.3,0.5,-1.4,-0.2
NR3A LBD binder,-1.4,-2.4,0.7,-1.1,-1.7,-2.7,-3.9,0.3
SENP8 block,18.6,3.2,-80.4,3.1,1.7,8.3,-335.8,1.2
SENP6 block,-8.8,-5.1,-6.3,6.6,0.8,-7.8,8.2,-8.3

One compound at a time, as listed above. Values in the order: ATG4B inhibitor	HKDC1 inhibitor	PfG6PD inh	SENP7 inh	MPTP inh	NR3A LBD binder	SENP8 block	SENP6 block
`Cc1ccc2c(c1)NC(=O)[C@@]1(C)[C@@H](c3ccccc3)[C@H]3COc4ccccc4[C@@H]3N1C2=O` is listed with 7.4	-0.3	-12.9	-1.0	0.2	-2.4	3.2	-5.1
`Cc1cccc(-c2noc(CCC(=O)NCc3ccco3)n2)c1` is listed with 3.3	-11.3	-7.4	2.3	-2.0	-1.4	18.6	-8.8
`CC(=O)Nc1ccc(OCC(=O)NCc2ccccc2)cc1` is listed with -3.1	-2.8	-6.2	0.1	-3.0	-1.1	3.1	6.6
`Cc1ccc(S(=O)(=O)NCCCCCC(=O)Nc2cccc(C)c2)cc1` is listed with -11.8	-8.8	7.8	-7.6	0.5	-2.7	8.3	-7.8

Next structures follow:
[25] O=C(NNC(=O)c1c(O)c2ccccc2[nH]c1=O)c1ccccc1Br
[26] CC(C)C(C(=O)NCC1CCCO1)N(Cc1ccccc1)C(=O)CNS(=O)(=O)c1ccccc1 (centres undefined)
[27] NC(=O)C(c1ccccc1)c1ncc(C(F)(F)F)cc1Cl (centres undefined)
[28] CC1=C(C(=O)OCc2ccccc2)C(c2ccc(Br)cc2)NC(=O)N1CCCC(=O)O (centres undefined)
[29] Cc1cccc(C2CC3(CC(C)(C)NC(=S)N3)Oc3cc(O)ccc32)c1 (centres undefined)
[30] COc1cc(C2CC(=O)Nc3ccccc3S2)cc(OC)c1OC (centres undefined)
[31] CCC(=O)Nc1c(S(=O)(=O)c2ccccc2)c2nc3ccccc3nc2n1Cc1ccccc1
[32] Cc1occc1C(=O)NNC(=S)NCc1ccc(Cl)cc1

Screen / compound no.,25,26,27,28,29,30,31,32
ATG4B inhibitor,2.9,-0.1,-3.5,11.8,20.8,-6.8,5.6,-10.3
HKDC1 inhibitor,-3.8,-2.2,0.4,-2.9,5.9,1.9,1.8,0.9
PfG6PD inh,-49.8,-14.3,-21.4,-22.4,16.0,-9.7,-0.3,-9.8
SENP7 inh,-2.8,-1.8,-8.5,-0.9,3.0,-1.5,18.8,-3.6
MPTP inh,-3.8,-0.2,-0.4,/,-1.8,0.1,1.8,2.4
NR3A LBD binder,-1.9,1.0,0.5,-2.7,-0.2,-1.7,-7.5,-1.9
SENP8 block,7.2,6.5,18.2,/,9.5,11.5,-278.0,15.1
SENP6 block,-12.7,-32.4,-11.0,-14.5,2.5,8.3,10.6,-4.9

[33] O=C(NC(=S)Nc1ccccc1N1CCCCC1)c1ccc(-c2cccc([N+](=O)[O-])c2)o1
[34] CCN(CC)C(=O)C1CCN(Cc2cn(C)nc2-c2ccc(Oc3ccccc3)cc2)CC1
[35] O=C(COC(=O)/C=C/c1cccc(Br)c1)NCc1ccco1
[36] Cc1noc(C)c1S(=O)(=O)N(CC(=O)NCc1ccccc1)c1ccc(C(C)C)cc1
[37] O=C(c1ccc(S(=O)(=O)Nc2cccc(C(F)(F)F)c2)cc1)N1CCC1
[38] CC(Sc1ccccc1)C(=O)N(CCC#N)Cc1cccnc1 (centres undefined)
[39] O=C(NCc1ccccn1)C(=O)NCC(c1ccco1)N1CCN(c2ccc(F)cc2)CC1 (centres undefined)
[40] COc1cc(NC(=O)c2ccc3c(c2)OCCO3)ccc1NC(=O)c1ccccc1Cl

Screen / compound no.,33,34,35,36,37,38,39,40
ATG4B inhibitor,0.8,-4.8,-2.6,-0.6,5.2,6.2,-10.0,-12.2
HKDC1 inhibitor,-1.1,-13.6,0.2,-5.3,-6.0,-6.3,0.7,0.2
PfG6PD inh,-16.4,8.9,14.0,-17.4,-18.2,3.1,12.1,28.7
SENP7 inh,0.4,7.2,-3.0,-0.1,1.2,-12.4,10.2,1.7
MPTP inh,0.5,15.5,0.0,1.6,0.5,-4.2,1.7,1.3
NR3A LBD binder,-2.6,-3.9,-0.7,-0.4,15.5*,0.0,-0.9,29.1*
SENP8 block,19.8,5.0,-0.5,12.1,8.7,3.7,16.1,4.2
SENP6 block,1.7,-3.5,-17.0,-1.5,-18.6,22.8,-24.3,3.9

[41] Cn1cccc1/C=N/NC(=O)CNc1ccc2ccccc2c1
[42] O=C(NCCc1cccc(C(F)(F)F)c1)C1CCC(=O)N(CCc2cccc(F)c2)C1 (centres undefined)
[43] CCN1C(=O)[C@H]2[C@H]3CN=C(SCc4ccccc4)N3[C@@](Cc3ccccc3)(C(=O)OC)[C@H]2C1=O
[44] Clc1ccc(-c2nnc3n2CCCCS3)cc1
[45] Cc1ccnc(NC(=O)c2ccc(S(=O)(=O)NCc3ccco3)cc2)c1
[46] CCCCN1C(=O)NC(NC(=O)C2CC2)(C(F)(F)F)C1=O (centres undefined)
[47] Cc1cc(C)n(-c2ccc(C(=O)Nc3cc(S(=O)(=O)N(C)C)ccc3Cl)cc2)n1
[48] CCC(CC)NC(=O)c1cc(OC)c(OC)cc1[N+](=O)[O-]

Screen / compound no.,41,42,43,44,45,46,47,48
ATG4B inhibitor,-4.8,3.1,8.2,7.0,-5.1,3.6,1.5,-1.0
HKDC1 inhibitor,9.6,0.4,0.3,2.5,-6.7,0.0,-7.4,-1.0
PfG6PD inh,36.0,2.0,5.2,-3.9,10.9,-18.6,11.3,-1.3
SENP7 inh,6.2,0.2,-4.1,-1.3,-2.6,-1.1,-8.7,-3.2
MPTP inh,2.8,-0.4,-0.2,-1.7,-1.4,-0.9,1.1,0.4
NR3A LBD binder,1.9,-0.7,4.4,-6.0,-5.6,-0.7,0.2,-1.7
SENP8 block,-172.9,3.1,11.1,12.4,6.6,17.0,3.8,16.3
SENP6 block,-8.5,-6.7,/,10.1,-5.7,-0.5,-22.3,-14.9

[49] CCN(CC)c1nc(-c2ccccc2)nc2ccccc12
[50] C[C@H]1CC[C@@]2(O[C@H](CCO)C[C@@H](O)[C@@H]2O)O1
[51] COc1cc(/C=C2/C(=O)N(c3ccc([N+](=O)[O-])cc3)N=C2N2CCOCC2)ccc1O
[52] CCOC(=O)c1c(C)oc(NC(=O)COc2ccc(Cl)cc2C)c1C#N

Screen / compound no.,49,50,51,52
ATG4B inhibitor,1.5,6.4,-5.3,-11.1
HKDC1 inhibitor,1.4,-6.8,5.4,6.3
PfG6PD inh,1.0,-11.1,10.7,-18.0
SENP7 inh,-18.7,-8.1,21.2,9.0
MPTP inh,-0.1,-0.4,41.5,70.1*
NR3A LBD binder,6.8,6.5,-1.2,0.6
SENP8 block,-19.7,14.5,63.9*,-0.1
SENP6 block,5.9,-9.8,42.3,13.1

Hits appear at their usual frequency; any-hit rate near 6.9%.
